Compound activity from PubChem BioAssay.
IDE act: IDE (human) activation, cell-based; P14735; HEK cells, FAbeta-B cleavage, fluorescence polarization; 0% vehicle, 100% cell-free pure enzyme wells; activation, % at 5.96 µM; 340,000 compounds, 0.073% hits; AID 493087;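 active means activation above the mean of all tested compounds plus 3 SD, set per screening campaign, cut at about 17% in these data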
VIM-2 inh: blocks Pseudomonas aeruginosa VIM-2 metallo-beta-lactamase. purified VIM-2, nitrocefin hydrolysis, epi-absorbance fluorescence. inhibition, % at 5.6 µM. 290,000 compounds, 0.89% hits;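 active means inhibition above the mean of all tested compounds plus 3 SD, cutoff set per screening run, cut at about 7.5% in these data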;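 further: red hydrolysis product quenches plate fluorescence so inhibitors raise well fluorescence; 0% = enzyme with DMSO and 100% = DMSO without enzyme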
PHOSPHO1 inh: blocks human PHOSPHO1 phosphatase activity; Q8TCT1; recombinant PHOSPHO1, absorbance phosphatase assay; inhibition, % at 13.3 µM; 290,000 compounds, 1.1% hits; AID 1565; in the data active means inhibition above about 60%
NS3 helicase inh: blocks Hepatitis C virus NS3 helicase unwinding. AID 1800. inhibition, % at 10.9 µM. 290,000 compounds, 0.56% hits. NS3 helicase DNA unwinding, Cy5 molecular beacon fluorescence;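 active means inhibition above the mean of all tested compounds plus 3 SD, set per campaign, cut at about 35% in these data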;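 further: 0% = DMSO wells and 100% = thioflavine S control wells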
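Material: hepatitis C virus NS3 helicase domain fragment enzyme; measured by: Cy5 fluorescence, 0 and 60 min reads; control set: DMSO and thioflavine S; incubation: 60 min unwinding reaction at 25 °C after ATP addition; read-out basis: % inhibition from 60/0 min fluorescence ratio, DMSO 0%, thioflavine S 100%; repeats: singlicate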
UBC9 SUMO inh: inhibitors of human SUMOylation (UBC9); P63279; HTRF SUMOylation assay, SAE1/SAE2 + UBC9, in vitro; inhibition, % at 35 µM; 290,000 compounds, 0.36% hits; AID 2006; in the data active means inhibition above about 50%, passing the limit was not always enough; further: strong numbers were not always called active
IMP-1 inhibitor: blocks Pseudomonas aeruginosa IMP-1 metallo-beta-lactamase; purified IMP-1, nitrocefin hydrolysis, epi-absorbance fluorescence; 290,000 compounds, 0.45% hits; AID 1556; inhibition, % at 5.6 µM;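 active means inhibition above the mean plus 3 SD of all compounds in the same screening run, cut at about 4.5% in these data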;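 further: 0% = IMP-1 with DMSO and 100% = DMSO wells lacking enzyme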
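System: purified IMP-1 / Input: IMP-1 dispensed at 0.2 nM / Medium: 50 mM HEPES pH 7.1, 50 µM ZnSO4, 0.05% Brij 35 / Timing: 15 min enzyme–compound preincubation, then 25 min nitrocefin reaction, 25 °C / Technique: plate fluorescence quenching by hydrolysis product, ex 480/em 530 nm / Repeats: singlicate testing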
MEKK3 PB1 HTS: MEKK3-MEK5 PB1 interaction, increase or decrease | 290,000 compounds, 1.4% hits | Q99759 | bead-based flow cytometry, Alexa488-MEK5 binding to MEKK3; actives lie on both sides; 0 = blocked by unlabeled MEK5, 100 = vehicle | binding response (% of control), % at 10 µM;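 active means binding response more than 3 SD above or below the average of its plate-row segment, actives on both sides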;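 further: Alexa488 bead fluorescence after subtracting the streptavidin-only scavenger bead signal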
p-CIP stab down: p/CIP protein destabilization | F442A p/CIP-EGFP cells, EGFP fluorescence, 16 h | decrease of EGFP signal, % at 10 µM | 290,000 compounds, 0.01% hits | AID 1984;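 active means EGFP signal decrease of at least 30% at 10 µM or well 3 SD below plate mean, unless failing retest; inactive means the rest, including hits failing retest or dose response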; further: some compounds called inactive have numbers as strong as hits; many of its hits are not listed in these tables
DNA FID counter: counter-screen for HCV NS3 helicase inhibitors: DNA intercalator displacement | AID 1845 | DNA fluorescent intercalator displacement, fluorescence | inhibition, % at 7.9 µM | 290,000 compounds, 0.17% hits; in the data active means inhibition above about 37%;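 further: 0% = vehicle and 100% = reference compound; higher means more ethidium bromide displaced from hairpin DNA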
Starred values were filed as active, the others as inactive; · = not tested or not shown; [ ] = remark or other dose.

SMILES	IDE act	VIM-2 inh	PHOSPHO1 inh	NS3 helicase inh	UBC9 SUMO inh	IMP-1 inhibitor	MEKK3 PB1 HTS	p-CIP stab down	DNA FID counter
COCCNC(=O)c1ccccc1NC(=O)c1ccccc1N(C)S(=O)(=O)c1ccccc1	3	-5.4	36	-4	6	-2.9	117	-7	-24
NC1=NC(=O)/C(=C/c2ccccc2OS(=O)(=O)c2ccccc2)S1	2	-3.5	-2	3	29	-2.6	100	-4	9
CC(C)C(=O)Nc1ccc(N2CCN(c3ccc(F)cc3)CC2)cc1	4	0.5	32	2	-2	-3.1	93	-5	-1
CC(C)NC(=O)N1c2ccccc2Sc2ccccc21	0	1.2	27	3	-9	-5.4	100	-8	-20
O=C(COC(=O)c1ccccc1Nc1ccc(SC(F)F)cc1)NC1CC1	4	1.9	4	-17	17	-3.5	88	-2	-21
O=C1CC2(CC(c3ccc(Cl)cc3)=NO2)C(=O)N1c1ccccc1 (stereo not given)	3	-0.4	20	-5	9	-0.9	98	-15	-9
CCOn1c(=O)c(-c2ccc(OC)c(OC)c2)[n+]([O-])c2ccccc21	3	-0.7	36	-1	9	-0.8	100	-12	-4
COc1cccc2c(=O)cc(C)n(CC(=O)Nc3ccc(C)c(C)c3)c12	7	-2.8	0	-10	-12	-2.9	98	-1	16
COc1ccc2[nH]c(C)cc(=O)c2c1	6	-2.1	-13	11	14	-0.9	89	1	2
O=C(O)c1cc(-c2ccc(N3CCOCC3)cc2)nn1-c1ccc(F)cc1F	2	2.7	-7	11	9	0.7	100	-8	-37
CCC(=O)Nc1cccc(-c2cn3ccccc3n2)c1	-3	0.4	-16	-17	16	-3.4	103	-8	-4
COc1ccc(CCNS(=O)(=O)c2cccc(C)c2)cc1OC	-2	-7.4	11	7	0	-0.7	99	-6	-9
O=C(C(=O)N1CCc2ccccc2C1)N1CCc2ccccc2C1	·	3.5	-19	-7	-7	0.1	101	6	-6
Cc1cc(N2CCC(C)CC2)nc2cccc(O)c12	8	3.5	1	-5	6	2.5	106	1	1
COc1ccc(CCNC(=O)CSc2nc(O)c(CC(C)C)c(=O)[nH]2)cc1OC	2	-2.5	4	2	19	-1.9	106	-3	-8
CCOC(=O)c1c(NC(=O)C2CCCN(S(=O)(=O)c3ccccc3)C2)sc2c1CCCC2 (stereo not given)	8	-1.1	-2	-5	-16	-1.1	101	6	-5
COc1ccc(NC(=O)CSC2=NCCN2)cc1	7	1.3	26	-3	-10	2.8	90	4	5
COc1cc(SC)ccc1C(=O)NCCOc1ccc(F)cc1	-6	-1.6	-9	-4	-4	-1.7	100	-10	-24
Cc1ccc(C(=O)CC(C(=O)O)n2cncn2)cc1 (stereo not given)	1	0.7	-7	14	5	-1.7	101	5	-3
CCOc1ccccc1NC(=O)CSC1=C(C#N)C(c2ccco2)C(C(=O)Nc2nc3ccccc3s2)=C(C)N1 (stereo not given)	4	-2.9	-6	-3	-21	-1.9	93	-7	-5
Cc1ccccc1NC(=O)CSc1nc2n(n1)CCCCC2	1	-2.7	18	-13	21	-1.1	90	-6	-3
COc1ccc(/C=C/c2nc(-c3ccccc3)cc(=O)[nH]2)cc1	6	-1.5	8	-2	21	0.6	103	-13	-18
Cc1csc(SCC(=O)NC(=O)NC(C)C)n1	2	-1.8	-14	9	-6	-2.3	95	12	-3
S=C(NCc1ccc(Cl)cc1)NCc1ccccn1	3	-4.0	-29	1	-24	-3.1	95	2	-2
CCn1cc2c(c1-c1cccc(C)c1)c(=O)n(C)c(=O)n2C	6	-0.7	13	-1	11	-3.6	96	-8	-6

Complete entries, quoted from the list.
Entry for `CC(C)NC(=O)N1c2ccccc2Sc2ccccc21` : IDE act: 0; VIM-2 inh: 1.2; PHOSPHO1 inh: 27; NS3 helicase inh: 3; UBC9 SUMO inh: -9; IMP-1 inhibitor: -5.4; MEKK3 PB1 HTS: 100; p-CIP stab down: -8; DNA FID counter: -20
Entry for `COc1ccc(CCNS(=O)(=O)c2cccc(C)c2)cc1OC` : IDE act: -2; VIM-2 inh: -7.4; PHOSPHO1 inh: 11; NS3 helicase inh: 7; UBC9 SUMO inh: 0; IMP-1 inhibitor: -0.7; MEKK3 PB1 HTS: 99; p-CIP stab down: -6; DNA FID counter: -9

(cont.)
SMILES	IDE act	VIM-2 inh	PHOSPHO1 inh	NS3 helicase inh	UBC9 SUMO inh	IMP-1 inhibitor	MEKK3 PB1 HTS	p-CIP stab down	DNA FID counter
C=CCN(CC=C)C(=O)c1ccccc1NC(=O)c1ccccc1C	3	-4.9	19	4	21	-2.1	111	-1	-11
COCCn1c(SCc2cccc([N+](=O)[O-])c2)nc2ccccc2c1=O	4	-0.5	20	3	10	-1.6	104	-17	-20
C/C=C/C(=O)NCCc1ccc(OC)c(OC)c1	2	-1.8	44	-8	-5	-1.7	97	-3	-1
COc1ccc(C(CC(=O)Nc2nccs2)C(C)C)cc1 (stereo not given)	6	-0.9	-6	9	4	-2.5	93	11	-14
CNCCCCOc1ccc(C(C)(C)C)cc1Cl	6	-0.8	30	-33	21	-2.5	108	-6	21
COc1ccc(-n2nnc3c(SCC(=O)OCc4ccccc4)ncnc32)cc1	5	-1.5	-4	0	-10	-5.2	103	3	-5
CC(C)(CO)NC(=S)NCc1ccco1	·	-5.6	-1	16	7	-0.7	92	-15	-2
COc1cccc(-n2c(SCC(=O)Nc3ccc4c(c3)CCC4)nc3ccccc3c2=O)c1	-1	-1.8	3	-2	0	-2.7	103	0	-9
COC(CNC(=O)c1ccc2c(c1)ncn2-c1cccc(F)c1)OC	-2	-2.6	51	7	-3	-3.0	101	-1	-10
CCOc1cc([N+](=O)[O-])cc(/C=N/NC(=O)c2c(-c3ccccc3)noc2C)c1O	4	-8.3	16	6	4	-3.1	99	15	-25
CC(=O)c1ccc(N=Nc2c(C)[nH]n(-c3ccccc3)c2=O)cc1	8	3.7	36	-17	5	-3.3	111	0	-16
COc1ccc(C(=O)NC2CCN(C(=S)Nc3ccccc3)CC2)cc1	6	-2.7	45	7	13	-1.2	103	-8	-2
O=c1[nH]c(/C=C\c2cccs2)nc(O)c1[N+](=O)[O-]	1	3.0	37	4	8	-4.8	105	-2	3
CCCCn1c(/N=C/c2cc(OC)ccc2O)nc2ccccc21	0	-3.7	-12	-1	19	-4.5	100	0	2
Cc1cccc2cc(C#N)c(SCC(=O)NCC3CCCO3)nc12 (stereo not given)	1	-0.3	-3	3	0	-0.1	104	-9	-4
COc1ccc(CC(=O)Nc2ccc3nc(C)sc3c2)cc1OC	-3	1.9	7	-6	8	0.4	94	-9	-10
c1ccc(Oc2ccc(-c3ccnc4ncnn34)cc2)cc1	-2	2.2	24	-5	4	0.2	98	10	-14
N#C/C(=C\C1=C(N2CCOCC2)C(=C\c2ccc(Cl)cc2)/CC1)C(=O)Nc1ccccc1F	-1	-5.3	-2	-5	2	0.9	7.0*[inhibitor]	-9	-5
CCCC(=O)Nc1c(-c2ccc(OC)cc2)c(=O)c2ccccc2n1C	5	-3.4	26	0	3	-2.9	79	-6	-1
COc1ccc(-c2cc(C)no2)cc1S(=O)(=O)NCC1CCN(Cc2cc(C)ccc2C)CC1	-2	-2.2	43	-71	2	-2.9	101	-6	23
CCOC(=O)c1c(CN2CCCCC2)oc2ccc(O)cc12	3	-2.0	-18	-3	29	-0.8	99	-17	-1
O=C(CSc1nnc(-c2ccccc2O)n1-c1ccccc1)Nc1cccc(C(=O)O)c1	1	-2.8	-51	17	2	-3.4	110	10	-47
COc1ccc(C(=O)CSc2nnc(-c3cc(C)cc(C)c3)o2)cc1	1	-4.0	15	2	11	-3.3	99	-6	3
CC(=O)Nc1ccc2c(c1)nc(CCNC(=O)c1ccccc1)n2C	0	0.2	2	6	23	-3.2	96	9	-2
Cc1noc(C)c1COC(=O)CNC(=O)c1ccc(Cl)cc1	-1	-0.6	-15	2	6	-1.8	94	4	-10

The final 6 compounds of the section above open the next one.
SMILES	IDE act	VIM-2 inh	PHOSPHO1 inh	NS3 helicase inh	UBC9 SUMO inh	IMP-1 inhibitor	MEKK3 PB1 HTS	p-CIP stab down	DNA FID counter
COc1ccc(-c2cc(C)no2)cc1S(=O)(=O)NCC1CCN(Cc2cc(C)ccc2C)CC1	-2	-2.2	43	-71	2	-2.9	101	-6	23
CCOC(=O)c1c(CN2CCCCC2)oc2ccc(O)cc12	3	-2.0	-18	-3	29	-0.8	99	-17	-1
O=C(CSc1nnc(-c2ccccc2O)n1-c1ccccc1)Nc1cccc(C(=O)O)c1	1	-2.8	-51	17	2	-3.4	110	10	-47
COc1ccc(C(=O)CSc2nnc(-c3cc(C)cc(C)c3)o2)cc1	1	-4.0	15	2	11	-3.3	99	-6	3
CC(=O)Nc1ccc2c(c1)nc(CCNC(=O)c1ccccc1)n2C	0	0.2	2	6	23	-3.2	96	9	-2
Cc1noc(C)c1COC(=O)CNC(=O)c1ccc(Cl)cc1	-1	-0.6	-15	2	6	-1.8	94	4	-10
CCn1nc(C)c(NC(=O)CCSc2nc(-c3ccco3)cc(C(F)(F)F)n2)c1C	8	-0.9	11	3	12	-1.6	99	-4	-17
O=C(c1cn2ccccc2n1)N1CCc2c([nH]c3ccccc23)C1c1ccccn1 (stereo not given)	-3	-3.1	14	-1	8	-3.9	101	-6	-20
COc1ccccc1OCCNC(=O)c1cccc(S(=O)(=O)N2CCN(C)CC2)c1	0	-2.8	25	-11	10	-4.0	103	-1	9
Cc1nc(-c2nc(-c3c(C(=O)NNC(=O)c4ccc(Cl)cc4)noc3C)cs2)cs1	0	-0.2	27	-4	11	-0.9	103	-4	-13
COc1ccc(OC)c(NC(=O)N2CCc3ccccc3C2)c1	8	-2.6	17	-1	-11	-2.0	102	4	-22
NC(=O)NC(Cc1ccccc1)c1ccccc1 (stereo not given)	0	-0.4	-14	8	-4	-2.4	91	1	-5
COc1ccc(OC)c(NC(=O)c2nnn(Cc3ccccc3C)c2N)c1	7	-3.4	-17	-9	-15	-3.3	108	-11	-12
CC(=O)N(C)c1ccc(OCC(O)Cn2c3ccc(Cl)cc3c3cc(Cl)ccc32)cc1 (stereo not given)	1	-3.4	7	-9	0	-3.3	110	-4	-7
CCCc1c(C)c2ccc(OCC(C)=O)cc2oc1=O	2	-2.1	14	0	32	-4.5	98	-16	-11

Only part of the results is shown. The share of hits here may be higher or lower than overall.
